MKP-1 inh: human dual specificity phosphatase 1 inhibition. AID 374. hit rate 0.15% among 65,000. recombinant MKP-1, OMFP hydrolysis fluorescence. inhibition, %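 (compounds tested at a single concentration somewhere between 10 and 100 µM)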. P28562;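 active = inhibition above about 50%, limit read from the data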;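 also: 0% = DMSO max control wells and 100% = wells with enzyme stopped by NaOH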
JNK3 inh: JNK3 (human) kinase inhibition; P53779; inhibition, % at 8 µM; AID 746; hit rate 0.61% among 60,000; purified JNK3 kinase activity, HTS; in the data active = inhibition above about 17%;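 also: 0% = DMSO and 100% = reference inhibitor; many of its hits are not listed in these tables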
Target sequence (P53779 whole entry, looked up): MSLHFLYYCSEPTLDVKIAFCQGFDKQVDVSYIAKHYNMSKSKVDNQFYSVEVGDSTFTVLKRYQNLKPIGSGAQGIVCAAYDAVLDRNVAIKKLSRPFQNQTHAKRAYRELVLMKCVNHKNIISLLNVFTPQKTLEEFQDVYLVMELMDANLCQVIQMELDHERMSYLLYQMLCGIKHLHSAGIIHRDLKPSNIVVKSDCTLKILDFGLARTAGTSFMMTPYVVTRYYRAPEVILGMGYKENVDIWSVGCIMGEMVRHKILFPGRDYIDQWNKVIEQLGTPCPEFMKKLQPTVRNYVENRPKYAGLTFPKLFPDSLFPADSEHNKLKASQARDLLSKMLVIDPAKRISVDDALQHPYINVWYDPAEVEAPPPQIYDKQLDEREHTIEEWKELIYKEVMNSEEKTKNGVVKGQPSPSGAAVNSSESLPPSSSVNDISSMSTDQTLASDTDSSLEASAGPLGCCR
FXIIa mix inh: inhibitors of human coagulation factor XIIa, pooled mixtures; P00748; purified FXIIa, fluorogenic substrate; inhibition, % at 5 µM; hit rate 0.2% among 62,000;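 also: 0% = enzyme without compound and 100% = no enzyme blank; some results filed as inactive read as strong as hits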
Cdc25B inh: inhibitors of human Cdc25B phosphatase; AID 368; recombinant Cdc25B, OMFP fluorescence Ex485/Em525; inhibition, %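 (compounds tested at 10 µM final in the well)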; hit rate 0.1% among 65,000; in the data active = inhibition above about 50%
Target sequence (P30305 whole entry, looked up): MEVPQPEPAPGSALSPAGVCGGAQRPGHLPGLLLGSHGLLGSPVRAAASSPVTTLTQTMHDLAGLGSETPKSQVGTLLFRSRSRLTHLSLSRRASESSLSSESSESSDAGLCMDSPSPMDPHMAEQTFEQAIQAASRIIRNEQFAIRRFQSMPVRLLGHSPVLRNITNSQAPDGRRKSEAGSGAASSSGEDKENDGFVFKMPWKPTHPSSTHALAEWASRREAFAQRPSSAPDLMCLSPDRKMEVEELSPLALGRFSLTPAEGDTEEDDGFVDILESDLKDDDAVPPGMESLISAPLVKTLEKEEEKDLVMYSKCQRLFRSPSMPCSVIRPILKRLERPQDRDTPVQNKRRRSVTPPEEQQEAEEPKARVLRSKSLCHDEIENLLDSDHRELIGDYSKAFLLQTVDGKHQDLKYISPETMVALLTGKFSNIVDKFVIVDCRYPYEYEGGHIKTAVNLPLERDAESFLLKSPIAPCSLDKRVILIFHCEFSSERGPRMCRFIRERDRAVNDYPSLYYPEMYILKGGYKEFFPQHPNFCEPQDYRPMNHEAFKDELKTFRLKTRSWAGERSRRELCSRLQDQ
FXIa mix inh: blocks human factor XIa in pooled compound mixtures | inhibition, % at 5 µM | purified FXIa, fluorogenic substrate | P03951 | hit rate 0.19% among 62,000 | AID 680;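 also: each value is inhibition by a whole ten-compound pool holding the compound; 0% = enzyme with no mixture and 100% = wells lacking enzyme; strong numbers were not always called active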
MMP13 inh: MMP13 (human) collagenase inhibition; P45452; AID 570; hit rate 0.07% among 65,000; MMP-13 fTHP FRET cleavage, Mca fluorescence; inhibition, % at 4 µM;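 active = inhibition above the mean of compound-free control plate wells plus 3 SD, cut at about 14% in these data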;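 also: 0% = DMSO wells and 100% = wells with reference MMP-13 inhibitor after basal subtraction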
AP complement: orthogonal test for alternative complement pathway inhibitors. inhibition, % at 5 µM. AID 1235. hit rate 0.08% among 62,000. Human serum alternative complement pathway, LPS-coated ELISA, C3 deposition; tested in compound mixtures;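 active = inhibition above 30% in each of the two pooled mixtures holding the compound, so the lower value exceeds 30%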;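 also: 0% = serum in Mg-EGTA without compound and 100% = EDTA serum blank; some compounds past the cut are filed as inactive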
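Assay system: Human serum alternative complement pathway, C3 deposition on LPS-coated wells | Incubation: 1 h serum-compound exposure at 37 °C | Doses: 5 µM per compound in ten-compound mixtures | Read-out: Percent inhibition | Technique: ELISA with HRP anti-human C3 antibody, TMB substrate, absorbance 450 nm | Replication: Two pool placements per compound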
Hsp90 block: displaces geldanamycin probe from tumor Hsp90; NCI-N417 lysate Hsp90, Cy3B-geldanamycin FP displacement; inhibition, % at 30 µM; hit rate 0.35% among 64,000; AID 429;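 active = inhibition above 50%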;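 also: 0% = tracer plus lysate wells and 100% = tracer alone without lysate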
Abs 340nm: absorbance at 340 nm; compound absorbance at 340 nm, fold over control; fold change at 10 µM; 65,000 tested, under 10 active;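 active = at 10 µM dose, initial 340 nm absorbance at least 2 fold that of control wells; inactive = change under 2 fold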;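 also: initial absorbance extrapolated from kinetic A340 decline of NADH oxidation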
Starred values were filed as active, the others as inactive; nt = not tested or not shown; & = joins results of further samples; [ ] = remark or other dose. Rule as the data show it, unless noted: active = inhibition above about 20% (passing the limit was not always enough); inactive = the rest. An unsorted share of the library; about 1.5% have a hit in one of these screens.

mol	MKP-1 inh	JNK3 inh	FXIIa mix inh	Cdc25B inh	FXIa mix inh	MMP13 inh	AP complement	Hsp90 block	Abs 340nm
Cc1nc2c(c(=O)n1CCC(C)C)c1nc3ccccc3nc1n2Cc1ccc2c(c1)OCO2	21	1	2	10	11	-14	-4	-1	1.1
COc1ccccc1N1CCN(C(=O)C(C)N(c2ccc(C)cc2)S(C)(=O)=O)CC1 (stereo not given)	11	3	18	2	-2	-2	12	-6	1
COc1ccc(C(=O)O)cc1NS(=O)(=O)c1cccc2nsnc12	15	-6	nt	9	nt	3	nt	4	1.1
COc1ccc(NC(=O)N2CCN(c3nc(-c4cccc(OC)c4)cs3)CC2)cc1	2	6	1	14	7	1	5	0	0.99
Cc1nc2ccccc2c2oc(C(=O)N3CCc4ccccc43)cc12	25	1	6	-5	10	-3	23	-1	1.1
c1ccc(-n2ncc3c(NCc4ccco4)ncnc32)cc1	-9	20*	2	-2	-1	6	-11	0	1
Cc1ccc(-c2cc(C)nc3ncnn23)cc1	16	3	-12	0	8	-31	26	2	1
CC1(C)N(O)CC(c2cccs2)=[N+]1[O-]	2	6	-19	-1	3	-13	15	-4	1.1
CN(Cc1ccccc1)c1oc(-c2ccco2)nc1C#N	-20	-7	20	-11	-28	-130[fluorescence artefact?]	1	-4	1
COc1ccccc1-n1c(C)nc(=O)c(-c2ccccc2)c1C	4	5	8	-9	0	2	1	0	1.1
COCCCNC(=O)CCc1nc(-c2ccccc2Cl)no1	-8	-8	1	0	2	2	-2	-5	1
O=C(CCn1c(=S)[nH]c2cc3c(cc2c1=O)OCO3)NCCN1CCCC1	-1	nt	3	-20	11	3	6	-5	1.1
CC(=O)N1CCCc2cc(S(=O)(=O)NCc3ccc(C)cc3)ccc21	-7	-1	2	-11	10	4	6	0	0.97
COC(=O)c1ccccc1NC(=O)CSc1nnc(C(CO)NC(=O)c2ccccc2)n1C (stereo not given)	9	-8	7	4	5	3	10	3	1
CCC(C)C(=O)Nc1nc2c(s1)C(=O)CC(C)(C)C2 (stereo not given)	-9	3	7	-34	5	4	19	-1	1
CCOc1cc(C(=O)Nc2nnc(C)s2)cc(OCC)c1OCC	1	0	-3	-12	10	4	14	-1	1.1
COc1ccc(OC(C)C(=O)N2CC(C)OC(C)C2)cc1 (stereo not given)	-4	-1	6	-6	2	2	20	-2	0.99
O=C(CCNc1cccc(C(F)(F)F)c1)c1ccco1	11	nt	-20	-10	3	nt	20	nt	1
Cc1cc(NC(=O)CSc2nc3ccccc3n2CC(=O)N2CCCCC2)no1	-14	-9	-1	-9	4	0	2	-1	0.97
COc1ccccc1NC(=O)CSc1nnc(-c2ccc(NC(C)=O)cc2)n1C	-7	4	13	19	1	-2	31	-4	1
CCOc1cc(C2CC(=O)NC3=C2C(=O)C(C(=O)OC)C(C)C3)cc(Cl)c1O (stereo not given)	4	-2	7	0	5	5	6	-1	1
COc1ccccc1-c1nc(C#N)c(N2CCN(Cc3ccccc3)CC2)o1	-11	-4	7	-23	-2	-54[fluorescence artefact?]	-17	-1	1
CC(C)N(CCCNC(=O)CC1Oc2ccccc2NC1=O)Cc1ccccc1 (stereo not given)	-9	-1	9	-8	15	-1	11	-3	0.99
CCn1cc(C(=O)NCc2ccc(Cl)cc2)c(=O)c2cc(S(=O)(=O)N3CCOCC3)ccc21	19	-13	0	-8	3	-6	13	-1	1.1
COc1ccc(N2C(=O)CCC(C(=O)c3ccccc3)=C2C)cc1	8	-3	4	-14	19	3	-6	-2	1
Cc1ccccc1CS(=O)(=O)Cc1ccc(C(=O)NCC2CCCO2)o1 (stereo not given)	-1	-2	7	-8	-3	2	-10	-2	1
CCCCOc1ccc(NC(=O)CSc2nnnn2C)cc1	4	-2	13	-4	1	4	-8	-2	0.99
CC(=O)Nc1cccc(-c2nnc(-c3ccccc3)o2)c1	16	nt	0	-1	-3	-2	-7	1	1
CCCC(=O)Nc1cccc(-c2cn3ccsc3n2)c1	2	10	-8	-6	3	-2	12	0	0.97
COc1ccc(CCNc2oc(-c3ccccc3OC)nc2C#N)cc1OC	-4	5	2	-12	4	-157[fluorescence artefact?]	-1	-2	1
Cc1cc(C(=O)NCc2cc(C)n(C)n2)sc1-c1ccccc1	24	3	1	-4	18	-6	9	-23	1.1
CCc1cc2cc(C(=O)Nc3ccccc3F)sc2s1	-22	2	2	2	1	-10	-20	3	1
COc1ccc(CCn2c(=N)c(C(=O)NCc3ccco3)cc3c(=O)n4cccc(C)c4nc32)cc1	33	8	-1	7	0	-75[fluorescence artefact?]	-14	-14	1.1
Cn1c(Cn2c(=O)sc3ccccc32)nnc1SCC(=O)N1CCN(c2ccccc2)CC1	-4	-4	-10	2	1	-16	18	1	1
CC(=O)c1ccc(N2C(=O)[C@@H]3C(CCC(N)=O)NC4(C(=O)Nc5c4ccc(Cl)c5C)[C@@H]3C2=O)cc1 (stereo not given in full)	5	-3	-4	-1	-1	-3	-14	-8	1
CCOC(=O)c1sc(NC(=O)CNC(=O)Cn2cnc3sc(C)c(C)c3c2=O)nc1C	9	0	2	29	-8	-1	3	-6	0.97
COc1ccc(S(=O)(=O)N(CC(=O)NC2CC2)C2CCCCC2)cc1Cl	22	1	-19	1	14	2	13	1	1
COc1ccc(C(=O)/C(C)=N/O)cc1OC	1	-1	1	0	4	3	-3	-4	1
Cc1ccc(C(=O)Nc2c3c(nn2C(C)(C)C)CS(=O)(=O)C3)cc1C	31	nt	11	-4	0	5	0	1	1
CNC[C@H](O)c1cccc(O)c1	-14	-6	1	-13	-5	-1	-10	-5&6	0.98
CCOc1ccc(NC(=O)CN(C)CC(=O)NC2CCCc3ccccc32)cc1OCC (stereo not given)	12	-1	-18	-6	8	4	14	-5	1
COc1ccc(C(=O)Nc2ccccc2NC(=O)c2ccco2)cc1OC	9	nt	-17	-7	2	1	9	nt	1
CCC(CC)C(=O)Nc1cccc(-c2nc3ccccc3o2)c1	0	-3	2	1	10	-4	5	1	0.98
COc1ccc(NC(=O)CCS(=O)(=O)c2cccc3nonc23)c(OC)c1	8	nt	0	-18	2	3	-8	nt	1.1
O=C(Cn1nnc(-c2cccs2)n1)N1CCc2ccccc2C1	-5	3	-20	9	-13	-4	3	-3	0.98
CCN(CC)C(=O)N1c2ccccc2CC(N(CC)CC)c2ccccc21 (stereo not given)	-12	-3	13	-4	4	5	7	-3	1.1
O=S(=O)(c1ccc(Br)s1)N1CCN(c2ccccn2)CC1	0	-9	6	-6	3	-2	6	-4	1.1
Cc1cc(Oc2ccccc2)nc(-c2ccccc2O)n1	27	3	8	5	-5	0	-14	-1	1
O=C(COc1cccc(-n2cnnn2)c1)NCCC1=CCCCC1	3	-4	8	-1	3	1	15	-4	1
O=S(=O)(NC1CCCC1)c1ccc(Br)s1	9	-8	2	-18	1	0	8	-8	1

(list continues)
mol	MKP-1 inh	JNK3 inh	FXIIa mix inh	Cdc25B inh	FXIa mix inh	MMP13 inh	AP complement	Hsp90 block	Abs 340nm
Cc1nc2sc(C(c3ccco3)N3CCC(Cc4ccccc4)CC3)c(O)n2n1 (stereo not given)	7	-5	2	-13	7	3	18	-1	1
CCOc1ccccc1-n1c(SCC(=O)Nc2nccs2)nnc1-c1ccoc1C	0	0	-45	-18	1	4	14	-2	1
C/C=C(\C)CN1CCN(c2ccccc2F)CC1	-3	0	8	-4	5	0	7	-2	1.1
CC(CC#CCN1CCOCC1)OCCC#N (stereo not given)	6	-10	7	8	-23	-1	-7	0	1
CC1CCc2c(C(=O)NCCN3CCOCC3)csc2C1 (stereo not given)	-1	-1	13	-2	17	4	8	0	0.99
O=C(CSCCO)Nc1nccs1	1	3	10	-3	-9	-2	-9	-2	1
COc1cc(-c2ccccc2)nc(N)n1	12	nt	2	0	4	nt	2	nt	1
CCCCN(CCCNC(=O)C1CCN(S(=O)(=O)N2CCOCC2)CC1)c1ccccc1	42	-5	-23	-17	4	-3	-8	0	1
Cn1c(C(=O)NCc2cccnc2)cc2sccc21	-9	2	-3	8	5	-7	-7	1	1
FC(F)(F)c1cc(-c2ccco2)nc(NCc2cccs2)n1	0	nt	4	-5	5	-3	3	nt	1.1

Copied from the results shown, two compounds:
mol	MKP-1 inh	JNK3 inh	FXIIa mix inh	Cdc25B inh	FXIa mix inh	MMP13 inh	AP complement	Hsp90 block	Abs 340nm
COc1cc(-c2ccccc2)nc(N)n1	12	nt	2	0	4	nt	2	nt	1
CCCCN(CCCNC(=O)C1CCN(S(=O)(=O)N2CCOCC2)CC1)c1ccccc1	42	-5	-23	-17	4	-3	-8	0	1

(list continues)
mol	MKP-1 inh	JNK3 inh	FXIIa mix inh	Cdc25B inh	FXIa mix inh	MMP13 inh	AP complement	Hsp90 block	Abs 340nm
CCN(CCCNC(=O)C1CCN(S(=O)(=O)N2CCOCC2)CC1)c1cccc(C)c1	10	6	0	3	-4	1	-2	-1	0.99
CC1CN(C(=O)CCn2c(=O)oc3ccccc32)CC(C)O1 (stereo not given)	3	1	0	-4	9	-6	-2	1	0.99
COCCCNC(=O)c1ccccc1Oc1ccccc1	0	-7	6	-17	0	-1	5	-3	1
Cc1cccc(NC(=O)CCN2C(=O)c3ccccc3C2=O)n1	3	2	14	-10	0	-3	-8	0	1
O=C(NC1(C(F)(F)F)N=C2SCCN2C1=O)c1ccco1 (stereo not given)	-20	2	-19	1	-4	0	5	-4	1
O=C(CSc1n[nH]c(-c2ccccc2)n1)NC(=O)NCc1ccco1	26	2	9	1	5	5	11	-3	1
CCOc1cc(C(=O)Nc2ccccc2N2CCN(S(C)(=O)=O)CC2)cc(OCC)c1OCC	15	0	-5	-2	9	0	17	5	1
CCS(=O)(=O)N1CCCC(c2nc(-c3cccc(OC)c3)no2)C1 (stereo not given)	-2	9	3	-5	6	4	17	-1	1
COc1ccc(N2CCN(c3cc(C)c4ccc(O)cc4n3)CC2)cc1	11	-12	2	-1	7	-6	17	1	1.1
O=C(c1ccc(F)cc1)N1CCC(O)(c2cccnc2)CC1	3	-6	0	-7	-5	-1	21	-1	1
O=C(CCN1C(=O)C2C3C=CC(C3)C2C1=O)Nc1ccccn1 (stereo not given)	5	-2	-2	-1	-6	-1	-13	-3	1
Cc1noc(C)c1COC(=O)Cn1c(C)nc2ccccc21	-2	0	-13	6	5	-7	9	-2	1
O=C(Nn1c(C2CC2)nc2ccccc2c1=O)c1ccco1	0	-5	-20	19	8	-6	15	-2	0.99
Cc1cc(N2CCCCC2)n2ncc(-c3ccccc3)c2n1	-13	0	0	-4	-10	-8	11	-1	1
CC1=C(C(=O)Nc2ccccc2)C(c2ccco2)C(C#N)=C(SCc2ccccc2)N1 (stereo not given)	-2	-3	2	6	0	1	2	-7	1.1
CCOC(=O)COn1c(SCC(=O)OCC)nc2ccccc2c1=O	nt	nt	1	nt	-6	1	-3	nt	nt
Cc1ccc(C2NC(=O)c3ccccc3N2)s1 (stereo not given)	-2	8	9	-4	0	-41	-6	-5	1.1
c1cncc(-c2nc(-c3cccs3)cs2)c1	2	nt	2	-11	1	2	-2	nt	1
Cn1c(=O)n(CC(=O)Nc2ccc(F)cc2)c2ccccc21	-1	-2	3	-3	-12	0	4	2	1
O=C(c1ccccc1)c1nc2ccccc2[nH]c1=O	4	4	9	6	-2	-3	-5	-2	1.1
CCN(CCCNC(=O)CC(C(=O)N1CCc2ccccc21)n1ccnc1)c1cccc(C)c1 (stereo not given)	32	1	6	-20	5	4	-7	-1	1
